From PubChem BioAssay
PI4K2A block: inhibitors of human PI4K2A; purified PI4K2A, ADP-Glo luminescence, 1 h; stronger effect = lower value; activity change, negative = inhibition, % at 76.9 µM; 420,000 tested, 0.13% active; in the data active = activity change below about -50%; inconclusive = mostly about -30% to -49%;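 note: -100% = wells without enzyme as full effect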
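PI4K2A activity was measured by ADP-Glo luminescence: enzyme (4 ug/mL stock) and phosphatidylinositol (1.2 mM stock) in Tris pH 7.5/MgCl2/EGTA/Triton X-100 buffer were reacted with ATP (300 microM stock) for one hour at ambient temperature.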
TRHR agonist: activates the human TRH receptor; TRHR cells, calcium flux fluo-8, FDSS agonist mode; activation, % at 2 µM; 360,000 tested, 0.18% active; P34981; in the data active = activation above about 30%; note: 0% is about no effect
Target sequence (P34981 whole entry, looked up): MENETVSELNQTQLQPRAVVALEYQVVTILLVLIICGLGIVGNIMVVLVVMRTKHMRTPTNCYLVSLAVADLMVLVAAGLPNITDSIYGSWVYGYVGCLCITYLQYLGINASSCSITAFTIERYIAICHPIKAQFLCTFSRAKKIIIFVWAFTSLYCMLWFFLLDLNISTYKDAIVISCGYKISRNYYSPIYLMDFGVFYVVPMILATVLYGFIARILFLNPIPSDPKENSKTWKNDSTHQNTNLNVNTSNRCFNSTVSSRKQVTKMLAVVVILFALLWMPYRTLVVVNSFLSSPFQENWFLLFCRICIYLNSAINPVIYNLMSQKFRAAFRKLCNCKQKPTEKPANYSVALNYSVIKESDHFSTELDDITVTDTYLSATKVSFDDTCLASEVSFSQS
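Agonist-mode FDSS calcium read (Ex 480/Em 530, 1 s cycles) in 1536-well TRHR cells with fluo-8 dye, after 10-cycle baseline and 23 nL compound addition; TRH at EC20 (10 nM final) added afterwards for the enhancer phase.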
D2 agonist: activates the human D2 dopamine receptor | P14416 | HEK293 T-REx D2 cells, calcium flux agonist mode | activation, % at 2 µM | 340,000 tested, 0.53% active;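 active = activation over 3 SD above normal in the single-dose calcium agonist read, cut at about 30% in these data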; note: 0% is about no effect
Target sequence (P14416 whole entry, looked up): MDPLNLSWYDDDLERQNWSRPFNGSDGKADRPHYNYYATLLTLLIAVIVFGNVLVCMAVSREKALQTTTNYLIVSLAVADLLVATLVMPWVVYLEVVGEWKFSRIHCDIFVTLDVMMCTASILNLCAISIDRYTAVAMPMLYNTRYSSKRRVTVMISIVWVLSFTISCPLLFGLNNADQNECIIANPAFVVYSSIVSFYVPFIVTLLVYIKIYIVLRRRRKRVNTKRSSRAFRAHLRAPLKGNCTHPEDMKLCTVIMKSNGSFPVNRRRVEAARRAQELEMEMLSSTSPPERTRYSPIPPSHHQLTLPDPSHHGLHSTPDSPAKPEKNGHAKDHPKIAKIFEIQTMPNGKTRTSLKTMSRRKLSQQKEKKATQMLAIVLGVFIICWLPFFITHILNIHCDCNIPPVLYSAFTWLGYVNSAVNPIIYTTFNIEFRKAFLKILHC
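Agonism scored from kinetic calcium signal (1 read/sec, 180 s) following compound pin transfer, after a 10 s baseline. Cells: HEK293 Trex line expressing inducible D2 receptor coupled to calcium, dye-loaded after overnight culture at 30 C.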
rTrxR1 inhibitor: inhibitors of rat thioredoxin reductase 1; O89049; recombinant rTrxR1, NADPH fluorescence consumption, selenite substrate; Potency, µM (highest dose often 114 µM), for inactives: top-dose activity change, negative = inhibition, most hits filed as inhibitors; 390,000 tested, 1% active; note: potency is the fitted concentration of half-maximal effect; % is set by controls: 0 for no effect and ±100 for the full control effect; nearly all actives have a fitted effect of over 65% in size
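Rat TrxR1 (90 nM in the dispensed reagent) was pre-reduced with 400 uM NADPH for 5 min at room temperature, then incubated with compound for 15 min. After 400 uM selenite was added, NADPH fluorescence (Ex 340/Em 450 nm) was followed for 8 min.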
USP1 inh: blocks the human USP1/UAF1 deubiquitinase complex; Potency, µM (series often up to 57.1 µM), without a hit: at the highest dose activity change, negative = inhibition, usual class: inhibitors; 390,000 tested, 0.23% active; recombinant USP1/UAF1, Ub-Rhodamine cleavage fluorescence; note: potency is the fitted concentration of half-maximal effect; % is set by controls: 0 for no effect and ±100 for the full control effect; nearly all actives have a fitted effect of over 60% in size; inactives centre near -12
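In this screen, compounds sit with the deubiquitinase complex (1nM) for 15 min at room temperature before Ub-Rho is added at 150nM final. Fluorescence rise is then followed for 6 reads every 60 seconds.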
D2 antagonist: D2 dopamine receptor (human) antagonism | P14416 | HEK293 TREx D2 cells, calcium flux, dopamine EC80 | inhibition, % at 10 µM | 340,000 tested, 2% active; in the data active = inhibition above about 30%; note: 0% is about no effect
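In this primary screen, negative modulation is detected by tracking calcium flux after an EC80 dopamine challenge in inducible HEK293 T-REx D2 cells preexposed to test compound for 180 s.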
TrxR1 substrate: rat thioredoxin reductase 1 substrate activity; purified TrxR1 substrate turnover, NADPH consumption readout; 390,000 tested, 0.01% active; O89049; Potency, µM (doses to about 114 µM), for inactives: at the highest dose activity change, negative = substrate turnover; note: potency is the fitted concentration of half-maximal effect; % is set by controls: 0 for no effect and ±100 for the full control effect; nearly all actives have a fitted effect of over 50% in size
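Rat TrxR1, dispensed at 90 nM, was prereduced with 400 uM NADPH (final) for 5 min at ~22 deg C, then incubated with compound 15 min before 400 uM selenite. A first-read NADPH fluorescence drop versus no-compound background flagged substrates.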
TRHR PAM: allosterically enhances the human TRH receptor. enhancement, % at 2 µM. TRHR cells, fluo-8 calcium fluorescence, EC20 TRH enhancement. AID 493056. 360,000 tested, 0.66% active. P34981; in the data active = enhancement above about 30%; note: 0% is about no effect
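TRHR-expressing cells loaded with fluo-8 calcium dye were read kinetically (ex 480/em 530) during compound addition, then stimulated with an EC20 of TRH (10 nM final). Enhancement of the Gq-mediated intracellular calcium response was scored.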
IDH1 R132H inh: human IDH1 R132H inhibition; AID 602179; 390,000 tested, 0.093% active; IDH1-R132H enzyme, NADPH consumption, diaphorase/resazurin fluorescence; Potency, µM (top dose mostly 76.6 µM), for inactives: at the highest dose activity change, negative = inhibition, actives largely listed as inhibitors; O75874; note: potency is the fitted concentration of half-maximal effect; % is set by controls: 0 for no effect and ±100 for the full control effect; nearly all actives have a fitted effect of over 65% in size
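IDH1-R132H (0.5 ug/mL dispensed) in pH 7.5 Tris buffer was preincubated 30 min with compound, then given a substrate mix of 0.016 mM NADPH and 2 mM alpha-KG for 80 min at room temperature; remaining NADPH was read by diaphorase/resazurin fluorescence.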
Starred values were filed as active, the others as inactive; ? = inconclusive; · = no result given; & = joins results of further samples; [ ] = dose if it differs, or a comment. Unless noted, calls come from the whole dose curve; as a rule, active = well fitted inhibition curve with a large enough effect; inconclusive = small, poorly fitted or top-dose-only effect; inactive = no such curve, though single readings can be large or run the other way.

SMILES	PI4K2A block	TRHR agonist	D2 agonist	rTrxR1 inhibitor	USP1 inh	D2 antagonist	TrxR1 substrate	TRHR PAM	IDH1 R132H inh
O=C(NCCc1ccc2c(c1)OCCO2)c1ccc(F)cc1	0	0.3	0.9	?	1%	4	2%	5	8%
O=C(Nc1ccccn1)c1ccc(S(=O)(=O)N2CCCCC2)cc1	-7	0.7	-0.3	1%	-14%	26	-1%	4	6%
Cc1cc(C)c(S(=O)(=O)Cc2ccccc2)c(=O)[nH]1	-1	0.0	0.6	-20%	-5%	7	-11%	4	0%
O=C(CSc1nc2ccccc2s1)NCCOc1ccccc1	-1	-1.3	·	14%	-21%	·	5%	-2	6%
O=C(N/C=C/c1ccccc1)c1ccccc1	0	-0.2	-1.4	3%	-15%	-1	-1%	3	11%
O=C1NC(c2cccc(Cl)c2)Nc2ccccc21 (stereo not given)	-6	0.0	0.1	17%[57.1 µM]	-14%	3	5%[57.1 µM]	21	2%
CCCCN1CCC(CN2C(=S)NC[C@@H]2CC(C)C)CC1	2	·	·	6%	?	·	-2%	·	22%
COc1cc(C2NC(=O)NC(C)=C2C(=O)OC2CCCCC2)cc(Br)c1O (stereo not given)	1	-0.9	-2.2	-3%[57.1 µM]	-7%	3	-4%[57.1 µM]	-2	0%
CCOc1cc(N2CCOCC2)c(OCC)cc1NC(=O)c1cc(S(=O)(=O)N2CCOCC2)ccc1Cl	-1	0.2	0.3	-6%	-9%	-9	-10%	11	-1%
Cc1cc([N+](=O)[O-])nn1CC(=O)N1CCOCC1	-1	0.5	-0.6	13%	-3%	-20	1%	1	-1%
Cc1ccc(C(=O)O/N=C(\N)Cc2cccs2)cc1[N+](=O)[O-]	-4	0.0	-0.1	5%	-22%	5	-2%	-2	-6%
O=C(c1ccccc1NS(=O)(=O)c1cccc(C(F)(F)F)c1)N1CCc2ccccc21	2	-0.1	·	-4%	-22%	·	-3%	0	5%
CC1=CC2=NC(=O)/C(=C/c3cccs3)C(=N)N2O1	-2	0.1	0.1	-3%[57.1 µM]	-13%	-4	-3%[57.1 µM]	1	-5%
CCn1c2ccccc2c2cc(NC(=O)CSc3nnc(C4CC4)n3Cc3ccco3)ccc21	-7	0.0	0.8	?	-12%	3	-5%	-1	-6%
CCN(c1ccccc1)S(=O)(=O)c1cccc(C(=O)NCC(c2ccco2)N2CCCC2)c1 (stereo not given)	1	-1.0	0.0	-10%	-4%	-28	-5%	2	-3%
CC1(C)COC(c2ccc(F)c([N+](=O)[O-])c2)=N1	5	-0.1	-0.8	18µM*	-14%	-1	-9%	12	-9%
COc1cccc(CN2CCC(C(=O)Nc3ccc(Oc4cccnc4)cc3)CC2)c1	9	1.2	0.9	-16%	-7%	1	-10%	-2	11%
Cn1c2ccccc2c(=O)c2ccc(F)cc21	-3	-0.9	-0.5	?	14%	28	264%[activator]	0	5%
CS(=O)(=O)N1CC(C(=O)NN)Oc2ccc(Cl)cc21 (stereo not given)	-1	0.3	0.8	15%[57.1 µM]	-5%	-5	9%[57.1 µM]	-7	1%
O=C(Nc1ccc(Cl)cc1)C1CCN(C(=O)c2cccs2)CC1	-1	-1.0	-0.6	9%	-18%	9	1%	15	1%
CN(C)S(=O)(=O)n1cc(/C=C(\NC(=O)c2ccccc2F)C(=O)NCCCn2ccnc2)c2ccccc21	3&-3	0.6&-0.4	-0.8&-0.4	-6%&10%	-11%&-21%	2	-1%&0%	-14&-3	-11%&27%
COc1cccc(NC(=O)CN2C(=O)NC3(CCCCCC3)C2=O)c1	-11	·	·	21%[57.1 µM]	4%	·	-5%[2.29 µM]	·	-8%
Cc1ccc2oc(C(=O)Nc3sc4c(c3C(=O)NCc3ccco3)CCC4)cc(=O)c2c1	-1	-0.1	-1.2	6%	-13%	·	-3%	-12	-5%
COc1ccc(NC(=O)CCc2c(C)nn(-c3ccc(N4CCOCC4)nn3)c2C)cc1	-1	0.1	-0.6	9%	-6%	-3	-4%	-6	-7%
COc1ccccc1/C=N/NC(=O)C(=O)Nc1ccccc1OC(F)(F)C(F)F	4	-0.6	-1.1	-1%	-17%	-7	-2%	8	-7%
CS(=O)(=O)N1CCN(c2ccc(NC(=S)NC(=O)c3ccccc3[N+](=O)[O-])cc2)CC1	1	0.0	-0.3	5%	-19%	33*	3%	-3	0%
O=C(NCCc1nc2ccccc2[nH]1)/C(=C/c1ccco1)NC(=O)c1ccco1	-1	0.0	0.7	-24%	-20%	-6	-12%	-10	1%
O=C(CSc1nnnn1C1CC1)N1CCN(c2cccc(Cl)c2)CC1	4	·	·	11%	-8%	·	-5%	·	-12%
Cc1cc2ccccc2c(=O)n1CC(=O)NCC(=O)N(C)Cc1ccccc1	2	-0.5	0.1	6%	-11%	2	9%	-4	2%
CCNc1nc(CN2CCOCC2)nc2sc3c(c12)CCC3	6	-1.1	0.6	27%[57.1 µM]	1%	-3	19%[57.1 µM]	12	5%

Entries of single compounds as entered above:
CCN(c1ccccc1)S(=O)(=O)c1cccc(C(=O)NCC(c2ccco2)N2CCCC2)c1 (stereo not given) across the screens: PI4K2A block = 1; TRHR agonist = -1.0; D2 agonist = 0.0; rTrxR1 inhibitor = -10%; USP1 inh = -4%; D2 antagonist = -28; TrxR1 substrate = -5%; TRHR PAM = 2; IDH1 R132H inh = -3%
O=C(NCCc1ccc2c(c1)OCCO2)c1ccc(F)cc1 across the screens: PI4K2A block = 0; TRHR agonist = 0.3; D2 agonist = 0.9; rTrxR1 inhibitor = ?; USP1 inh = 1%; D2 antagonist = 4; TrxR1 substrate = 2%; TRHR PAM = 5; IDH1 R132H inh = 8%

(listing goes on)
SMILES	PI4K2A block	TRHR agonist	D2 agonist	rTrxR1 inhibitor	USP1 inh	D2 antagonist	TrxR1 substrate	TRHR PAM	IDH1 R132H inh
Clc1ccc(CCNc2ncnc3c2c(-c2ccccc2)cn3-c2ccccc2)cc1	-2	0.4	0.3	22%[57.1 µM]	-1%	·	1%[57.1 µM]	-7	-13%
C1=C2C[N+]3(CCCC3)CC2Cc2ccc3ccccc3c21 (stereo not given)	0	0.4	0.5	0%	-17%	11	3%	-1	3%
COc1ccc(/C=N/Nc2cc(C)nc(N)n2)cc1	1	0.3	-1.8	-16%	-11%	-15	-12%	-2	5%
Nc1cc(C(F)(F)F)ccc1NCCc1ccccn1	1	-0.1	2.6	15%	-1%	-26	1%	5	18%
O=C(COC(=O)CN1C(=O)C2CCCCC2C1=O)Nc1ccc(S(=O)(=O)N2CCOCC2)cc1 (stereo not given)	2	1.0	0.8	-15%	-5%	0	-9%	4	6%
CCC(=O)n1nc(-c2ccc(OC)cc2)nc1SC	2	0.1	0.4	-7%	-9%	14	-3%	4	-7%
FC(F)(F)c1cccc(Nc2c3c(nc4ccc(Cl)cc24)CCC3)c1	-11	1.5	-0.4	0%	-19%	·	-1%	-6	?
Cc1ccc(N(C)C(=O)Cn2cc(S(=O)(=O)N3CCCC3)c(S(=O)(=O)N3CCCC3)c2)cc1	1	0.3	·	10%	-32%	·	-3%	-1	32%
COC(=O)CN1C(=O)CSc2ccc(S(=O)(=O)Nc3ccc(Cl)cc3C)cc21	6	0.3	0.9	15%	-18%	·	-3%	-6	3%
CC1(c2nnc(-c3ccc(Cl)cc3)o2)CC(c2ccc(Cl)cc2)=NO1 (stereo not given)	3	0.1	0.1	31%	-12%	15	0%	13	-1%[38.3 µM]
O=C(CCC1CCCN(C(=O)c2ccco2)C1)NCc1ccccc1F (stereo not given)	-1	0.1	-2.0	0%	-17%	12	-4%	-5	14%
O=C(c1ccccc1)N1CCN(CC(O)Cn2ccc3ccccc32)CC1 (stereo not given)	-2	0.1	·	28%	-7%	·	3%	0	0%
O=C(C(=O)N1CCOCC1)c1cn(CC(=O)N2CCCCC2)c2ccccc12	0	0.2	1.3	-13%	-13%	11	-15%	4	1%
CC(=O)c1nn(-c2cccc(Br)c2)cc1C(=O)c1cccc2ccccc12	-1	-0.5	-0.2	16%	-22%	3	5%	-1	3%
Cc1ccccc1OCCCC(=O)Nc1ccc(N2CCOCC2)cc1	4	-0.1	-1.5	11%	4%	1	6%[57.1 µM]	-3	-1%
COc1ccc(N(CC(=O)NCc2ccccc2C)S(=O)(=O)c2ccccc2[N+](=O)[O-])c(OC)c1	-1	-0.1	-0.6	18%	-5%	15	-2%	-5	0%
COC(=O)Cn1c(=NC(=O)c2cc(-c3cccs3)nc3ccccc23)sc2cc(S(N)(=O)=O)ccc21	-1	-1.0	0.1	-11%	-20%	2	31%	-1	2%
CCOC(=O)Nc1cc(C(=O)OCC)c(C)nc1C	9	0.8	0.3	10%[11.4 µM]	-19%	-7	-13%[11.4 µM]	11	2%
COc1ccc(OC)c(CC(NC(C)=O)C(=O)NC2CCN(S(=O)(=O)c3ccc(NC(C)=O)cc3)CC2)c1 (stereo not given)	-4	0.2	0.1	16%	-7%	3	-1%	3	-5%
Fc1ccccc1Nc1nc2ccccc2o1	-1	0.7	-0.8	-22%	-18%	-7	-14%	7	0%
CCCCn1c(N)c(N(CC(C)C)C(=O)c2ccc(S(=O)(=O)N3CCCCC3)cc2)c(=O)[nH]c1=O	-4	0.0	0.2	-10%	-13%	-9	-7%	3	-1%
CCN(CC)C(=O)CSc1nc2ccccc2c(=O)n1CCC(=O)N1CCN(c2ccccc2)CC1	-4	0.3	·	-1%[57.1 µM]	-1%	·	-7%	3	4%
CCCOc1cccc(C(=O)NCCCNC(=O)c2ccccn2)c1	-2	-0.1	-0.3	-11%	-8%	-7	-8%	3	3%

Fetched by compound from the list above, 3 records:
SMILES	PI4K2A block	TRHR agonist	D2 agonist	rTrxR1 inhibitor	USP1 inh	D2 antagonist	TrxR1 substrate	TRHR PAM	IDH1 R132H inh
COc1ccc(N(CC(=O)NCc2ccccc2C)S(=O)(=O)c2ccccc2[N+](=O)[O-])c(OC)c1	-1	-0.1	-0.6	18%	-5%	15	-2%	-5	0%
CC1(c2nnc(-c3ccc(Cl)cc3)o2)CC(c2ccc(Cl)cc2)=NO1 (stereo not given)	3	0.1	0.1	31%	-12%	15	0%	13	-1%[38.3 µM]
CCCOc1cccc(C(=O)NCCCNC(=O)c2ccccn2)c1	-2	-0.1	-0.3	-11%	-8%	-7	-8%	3	3%

This is a random part of the collection (roughly 3.9% active in at least one column).
